SENP7 inh: SENP7 protease inhibitors, primary screen, biochemical, luminescence, uHTS. Sentrin-specific protease 7 (Homo sapiens), Q9BQF6. recombinant SENP7, Z-RLRGG-aminoluciferin luminescence, 40 min. inhibition, % at 5 µM. actives 1.5% (n = 330,000). AID 434973, 2010;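 active = inhibition above about 50% at the single test dose, limit read from the data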;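 also: plate controls were DMSO with enzyme for no effect and no enzyme buffer wells for full effect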
Target sequence (Q9BQF6 706-1050 limits assumed): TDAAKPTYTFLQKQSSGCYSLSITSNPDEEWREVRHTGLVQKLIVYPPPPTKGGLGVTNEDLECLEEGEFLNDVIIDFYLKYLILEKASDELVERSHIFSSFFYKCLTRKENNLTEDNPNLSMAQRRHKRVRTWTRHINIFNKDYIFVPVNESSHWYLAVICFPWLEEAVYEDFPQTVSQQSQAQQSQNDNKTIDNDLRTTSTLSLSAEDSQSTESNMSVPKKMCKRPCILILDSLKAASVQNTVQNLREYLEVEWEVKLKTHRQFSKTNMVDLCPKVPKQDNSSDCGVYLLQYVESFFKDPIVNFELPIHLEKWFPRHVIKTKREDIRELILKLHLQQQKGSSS
SENP8 block-1: SENP8 protease inhibitors, primary screen, biochemical, luminescence | Sentrin-specific protease 8 (Homo sapiens), Q96LD8 | purified SENP8, Z-RLRGG-aminoluciferin cleavage | inhibition, % at 10 µM | actives 1.2% (n = 330,000) | AID 2540, 2010; in the data active = inhibition above about 50%
Target sequence (Q96LD8 whole entry, looked up): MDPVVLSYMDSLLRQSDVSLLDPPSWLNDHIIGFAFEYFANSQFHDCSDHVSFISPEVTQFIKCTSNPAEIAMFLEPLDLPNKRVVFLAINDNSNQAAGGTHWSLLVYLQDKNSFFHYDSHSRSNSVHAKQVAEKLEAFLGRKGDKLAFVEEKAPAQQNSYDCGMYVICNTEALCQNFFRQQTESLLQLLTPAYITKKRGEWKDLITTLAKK
SENP8 block-2: human SENP8 protease inhibitors, primary screen, biochemical, fluorescence, Nedd8 protein substrate, uHTS; actives 0.64% (n = 360,000); Sentrin-specific protease 8 (Homo sapiens), Q96LD8; inhibition, % at 20 µM; AID 602440, 2012; recombinant SENP8; in the data active = inhibition mostly above about 40%, no sharp cut-off; inactive = mostly below about 27%
beta cell repl: inducers of MIN6 beta-cell proliferation, primary screen, ATP luminescence, uHTS; MIN6 cells proliferation, ATPlite luminescence, 48 h; cells starved in 0.2% serum; 100% = growth in 10% serum; proliferation, % at 10 µM; actives 0.29% (n = 330,000);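 active = compounds whose signal lies at least 3.5 SD above the mean of all wells on their plate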;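 also: 0% = DMSO-treated cells in low-serum medium and 100% = 10% serum control; some compounds called inactive have numbers as strong as hits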
PfG6PD inh: PfG6PD enzyme inhibitors, primary screen, biochemical, fluorescence intensity, uHTS; glucose-6-phosphate dehydrogenase-6-phosphogluconolactonase (Plasmodium falciparum 3D7); PfGluPho enzyme, NADPH resazurin-diaphorase fluorescence; inhibition, % at 20 µM; actives 0.78% (n = 350,000); AID 504690, 2011;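 active = inhibition reaching at least a set limit at 20 µM in the primary screen, cut at about 59% in these data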;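 also: 0% = DMSO wells with substrate and 100% = DMSO wells lacking glucose-6-phosphate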
HKDC1 inh: HKDC1 hexokinase inhibitors, primary screen, biochemical, fluorescence, uHTS | Q2TB90 | recombinant HKDC1, G6PDH/diaphorase resazurin coupled fluorescence | inhibition, % at 20 µM | actives 0.16% (n = 340,000);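 active = inhibition above about 35% when tested at 20 µM, limit read from the data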;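 also: plate controls were DMSO wells with enzyme for no effect and DMSO wells lacking enzyme for full effect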
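Incubation: 90 min at room temperature in dark / Material: recombinant HKDC1 (HK5) hexokinase enzyme, produced in-house / Quantity: enzyme 5 µg/mL final / Compound: one dose of 20 µM, 1% DMSO / Reagent: glucose and ATP substrates / Buffer or medium: Tris pH 8.0 buffer with MgCl2, Tween-20, BSA, BME / Technique: resorufin fluorescence at 613 nm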
SENP1 inh: human SENP1 catalytic domain inhibitors, primary screen, biochemical, FRET, uHTS; Sentrin-specific protease 1 (Homo sapiens), Q9P0U3; inhibition, % at 10 µM; recombinant SENP1 catalytic domain, CyPet-SUMO1-YPet FRET cleavage; actives 0.21% (n = 360,000);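 active = inhibition at least 30% at 10 µM, raw YFP signal under a set limit, fluorescence ratio 0.5 to 1.5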;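 also: 0% = enzyme with DMSO and 100% = no enzyme wells; some results filed as inactive read as strong as hits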
Target sequence (Q9P0U3 419-644 limits assumed): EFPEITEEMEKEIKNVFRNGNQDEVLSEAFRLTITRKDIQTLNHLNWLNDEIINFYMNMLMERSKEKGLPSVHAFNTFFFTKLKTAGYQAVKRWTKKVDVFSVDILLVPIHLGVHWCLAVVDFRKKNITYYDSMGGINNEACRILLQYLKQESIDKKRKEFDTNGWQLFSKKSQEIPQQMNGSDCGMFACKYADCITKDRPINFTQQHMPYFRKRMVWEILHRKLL
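Compound: 10 µM single point, 0.5% DMSO; Test system: hSENP1 catalytic domain, recombinant; Timing: 50 min reaction at room temperature; Technique: FRET, CFP and YFP emission; Control set: no-enzyme wells low, DMSO-plus-enzyme wells high control.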
UBC13 inh: UBC13 polyubiquitin chain formation inhibitors, primary screen, biochemical, TR-FRET, uHTS | Ubiquitin-conjugating enzyme E2 N (Homo sapiens), P61088 | inhibition, % at 20 µM | actives 0.47% (n = 330,000) | AID 485273, 2010; in the data active = inhibition above about 45%, passing the limit was not always enough
Target sequence (P61088 whole entry, looked up): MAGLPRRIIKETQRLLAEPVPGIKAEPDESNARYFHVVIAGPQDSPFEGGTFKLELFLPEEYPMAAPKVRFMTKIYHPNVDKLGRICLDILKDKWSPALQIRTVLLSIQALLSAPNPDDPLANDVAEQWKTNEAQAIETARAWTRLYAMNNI
SENP6 block: SENP6 protease inhibitors, primary screen, biochemical, luminescence, uHTS | inhibition, % at 10 µM | actives 1.8% (n = 330,000) | Sentrin-specific protease 6 (Homo sapiens), Q9GZR1 | Recombinant SENP6 catalytic domain, aminoluciferin luminescence;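 active = inhibition above about 50% at the single tested dose, limit read from the data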;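 also: plate controls were DMSO wells with enzyme for no effect and DMSO wells lacking enzyme for full effect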
An asterisk follows results filed as active; . = no result given.

SMILES	SENP7 inh	SENP8 block-1	SENP8 block-2	beta cell repl	PfG6PD inh	HKDC1 inh	SENP1 inh	UBC13 inh	SENP6 block
C[C@H](NC(=O)[C@@H]1Cc2ccccc2CN1)C(=O)NCC1CCCO1 (stereo not given in full)	3	-2	12	-1	10	-4	2	2	-7
O=S1(=O)C=C(Oc2ccc3ccccc3c2)c2ccccc21	0	-6	19	-4	15	11	-4	6	-10
CN(C)c1ccc(/C=N/NC(=O)C(O)c2ccc(Br)cc2)cc1 (stereo not given)	-7	-10	-390	-3	-3	-8	0	-8	-19
COc1ccc(-c2nc(CS(=O)CC(=O)NC3CCCC3)c(C)o2)cc1OC (stereo not given)	5	-5	-2	2	-14	-3	1	-4	7
O=C1C=C(c2ccccc2)OC(=O)C1C(=O)c1ccccc1 (stereo not given)	-14	-6	12	-3	-28	-6	1	5	-57
CC(=O)Nc1ccc(SCc2ncc(-c3ccccc3)o2)cc1	-8	3	3	0	1	-6	1	-4	-24
COc1ccc2ccccc2c1/C=N/NC(=O)c1ccc(C)nc1	-10	-5	-72	4	25	-2	2	-7	-8
O=C(NCc1ccco1)c1nc(-c2ccccc2)n(-c2ccccc2)n1	7	7	10	-1	15	5	-1	-1	-1
COc1ccc(CC(=O)Nc2cccc(C(=O)O)c2C)cc1	-3	-7	10	0	5	-10	0	3	-8
COc1ccc(CCNC(=O)c2cccnc2SC)cc1	-4	13	27	2	14	-4	2	-5	4
CSc1ccc(/C=N\Nc2nncn2N)cc1	-2	-1	39	-2	57	0	1	-17	-15
COc1ccc(CCN=Cc2ccccc2O)cc1OC	6	-3	10	0	-4	-1	-5	1	4
O=C(NCc1ccco1)C(=O)c1c[nH]c2ccccc12	2	-5	12	-1	16	-3	1	-6	-2
O=C(COc1ccccc1)N1CCN(S(=O)(=O)c2cccc([N+](=O)[O-])c2)CC1	1	0	13	2	-9	-2	0	15	0
COc1ccc(-c2cc(=O)oc3cc(OC(C)C(=O)NC(Cc4c[nH]c5ccc(O)cc45)C(=O)O)ccc23)cc1 (stereo not given)	1	-3	2	2	3	12	-25	-25	6
Cc1cc(C)n(-c2ccc(Cl)c(C(=O)Nc3cc(C(F)(F)F)ccc3Cl)n2)n1	-3	0	1	0	-5	4	0	8	6
Cc1noc(NS(=O)(=O)c2ccc(NC(=O)COc3ccccc3)cc2)c1C	-2	-7	17	2	-25	1	1	-5	-9
CCOC(=O)c1[nH]c(C)c(C(=O)Nc2ccccc2F)c1C	10	-2	18	-1	4	6	-6	4	-26
CC1CCCCN1c1nnc(NC(=O)c2cc(-c3ccc(Br)cc3)on2)s1 (stereo not given)	-7	-7	-28	-7	-54	6	0	-11	-10
Cc1ccnc(N2CCC(C(=O)NCc3ccc4c(c3)OCO4)CC2)n1	3	0	-52	-4	-18	5	0	1	-4
Cc1nc(SCC(=O)Nc2c(C)n(C)n(-c3ccccc3)c2=O)nc(C)c1C	-1	-2	26	1	-22	-6	1	6	-14
O=C(CNC1CCN(Cc2ccccc2)CC1)Nc1ccc(S(=O)(=O)N2CCCCC2)cc1	0	-13	43*	-3	-21	23	-4	1	-20
CCc1ccc(C(=O)N2CCN(c3ccc(NC(=O)c4cccnc4)cc3)CC2)cc1	-14	-8	11	-5	-10	10	0	-8	-10
Cc1ccc(S(=O)(=O)n2[nH]c(=O)c(CCO)c2C)cc1	-7	3	20	-1	16	-6	1	5	-4
CN1CCN(CCC(=O)Nc2ccc(F)c(F)c2)CC1	-9	0	23	-2	-16	-1	-1	-13	2
O=C(NC(=S)Nc1nc2c(s1)CCCC2)c1ccc(C(=O)c2ccccc2)cc1	14	4	17	-1	-27	-1	2	-6	3
O=C(Nc1ccc(F)cc1)Nc1nnc(Cc2ccccc2)s1	-11	-7	1	-4	4	-6	-2	-12	-29
COc1cccc(-c2nnc3sc(C4CCCCC4)nn23)c1	9	0	18	4	-21	-2	0	4	-4
O=C(NCCN1CCN(c2ccccc2)CC1)C1CCCN(S(=O)(=O)c2cnc[nH]2)C1 (stereo not given)	-7	-9	1	4	5	-3	3	-1	-15
O=C(COC(=O)[C@@H]1CC(O)CN1S(=O)(=O)c1ccc2c(c1)OCCO2)NCc1ccc(F)cc1 (stereo not given in full)	-7	-7	0	1	4	-12	-3	-14	-14
FC(F)(F)c1cc(-c2cccs2)nc(NCc2ccco2)n1	-12	-5	-169	0	17	5	0	-1	-2
O=C1c2ccccc2C(=O)N1Cc1nc2ccccc2c(=O)n1Cc1ccco1	-9	2	.	-1	-4	-2	.	-11	-9
Cc1cc(C(=O)OCC(=O)c2c(N)n(C)c(=O)n(C)c2=O)c(C)n1-c1ccccc1	1	13	18	-1	4	2	-2	2	4
Nc1ccccc1S(=O)(=O)c1ccccc1N	8	-2	-146	1	7	2	0	3	-18
COc1cccc(OC)c1C(=O)OCC(=O)NC(=O)NCc1ccccc1	3	7	6	1	-11	1	-2	-4	18
c1ccc(-c2nc3ccccc3nc2-c2ccccn2)nc1	7	3	20	-1	6	6	2	-7	-1
O=C(NC1CCCC1)c1cc(S(=O)(=O)N2CCOCC2)c(Cl)cc1Cl	4	-3	8	0	-9	14	-2	6	-11
CCN1CCCC1CNC(=O)c1ccc2c(=O)n(CCOC)c(=O)[nH]c2c1 (stereo not given)	-8	-12	-185	-2	18	-4	1	8	-7
COc1ccccc1NC(=O)CSc1nc2ccccc2c(=O)n1CC1CCCO1 (stereo not given)	0	2	10	-3	1	-7	3	14	-20
Cc1ccc(S(=O)(=O)N(C)c2c(C)ccc(S(=O)(=O)NC(C)(C)C)c2C)cc1	5	8	4	-4	17	-1	2	0	0
COc1cc(CN2CCN(C(=O)CC(C)C)CC2)c([N+](=O)[O-])cc1OC	1	7	-26	-3	18	0	-1	-10	18
O=C(NC1CCCC1)C(c1ccccn1)N(C(=O)c1csnn1)C1CCCC1 (stereo not given)	5	-2	8	-4	-17	-3	0	8	5
Nc1c(C(=O)NCc2ccco2)nnn1CC(=O)Nc1ccc2c(c1)OCO2	0	2	23	-1	5	-7	1	10	-11
S=c1nc(C2COc3ccccc3O2)[nH][nH]1 (stereo not given)	-2	-2	-1	0	13	-12	2	-2	-10
CCNc1nc2c(c(=O)[nH]c(=O)n2C)n1CC(C)C	1	-1	23	3	-38	-7	2	2	-13
O=C(CSc1ccc(-c2cccnc2)nn1)Nc1ccccc1F	7	-3	4	-1	5	-2	1	-5	-11
Cc1cc(Cl)c2ccc3ccccc3c2n1	2	0	-1	1	13	-1	-1	-2	8
CC1(C)N=C(N)NC(Nc2ccccc2)=N1	0	-1	11	0	0	-1	-2	2	-16
COc1ccc(Cl)cc1NC(=O)C1CC(=O)N(C2CCCCC2)C1 (stereo not given)	3	2	10	-4	2	2	2	-4	15
C[C@H](CO)N1C[C@H](C)[C@@H](CN(C)S(=O)(=O)c2ccc(F)cc2)Oc2c(NC(=O)Nc3ccccc3)cccc2C1=O	-10	-9	13	-3	9	-4	2	-5	-14
COc1ccc(N2CCN(C(=O)CSc3nc4ccccc4c(=O)[nH]3)CC2)cc1	-3	-3	11	1	3	4	1	1	-2
Cc1ccc(NS(=O)(=O)c2ccc(C(=O)N3CCC3)cc2)cc1	2	16	16	-2	30	-9	-2	6	-13
O=C(NCC(=O)N1CCOCC1)c1ccc(Cl)cc1	5	3	4	5	-4	0	3	7	13
Cc1cc(S(=O)(=O)N2CCN(CC(=O)N(C)Cc3ccccc3)CC2)ccc1Br	-1	-8	11	-1	13	-4	-1	3	-8
CCN(CCCNC(=O)CN1C(=O)COc2ccccc21)c1ccccc1	1	-1	2	-3	-6	-4	-1	-2	-17
O=C(O)C1CCCCC1C(=O)NCc1ccccc1 (stereo not given)	5	-1	17	-1	-8	4	2	8	3
N#CCCN1CCN(S(=O)(=O)c2ccc(S(=O)(=O)NCc3ccccc3)cc2)CC1	-2	12	8	-1	-2	-2	3	-1	-3
Cc1ccc(/C(CSc2nccn2-c2ncc(C(F)(F)F)cc2Cl)=N\O)cc1	-1	-3	20	0	-17	7	-1	1	-35
CCC(OC(=O)c1nsc(Cl)c1Cl)C(=O)NCCc1ccccc1 (stereo not given)	-9	-1	6	0	10	1	4	-2	2
C=CCn1c(N2CCN(c3ccc(OC)cc3)CC2)nc2c1c(=O)n(C)c(=O)n2C	-10	0	8	8.3*	11	-6	2	4	4

Further results follow.
SMILES	SENP7 inh	SENP8 block-1	SENP8 block-2	beta cell repl	PfG6PD inh	HKDC1 inh	SENP1 inh	UBC13 inh	SENP6 block
COc1ccc(CC(=O)N(C)CC(=O)Nc2ccc(F)cc2)cc1S(=O)(=O)N1CCOCC1	-2	1	3	7	-4	-4	1	17	-5
Cc1cccc(NC(=O)NC2CCCCCCC2)c1C	9	-11	2	0	14	22	0	0	-2
O=S(=O)(NCc1ccccc1)NCc1ccc(Cl)cc1Cl	-10	-10	-1	2	-4	-1	0	2	-22
O=C(NC1CCCC1)c1cc2cc(Br)ccc2o1	11	-2	6	-4	13	7	-1	1	7
CC1(C)CC(NC(=O)COc2ccc(Br)cc2Cl)CC(C)(C)N1	4	0	8	-2	5	-6	-1	7	-2
Cc1cccc(-n2ncc3c(Nc4c(C)n(C)n(-c5ccccc5)c4=O)ncnc32)c1	13	-2	3	-3	-18	-6	1	-4	13
c1ccc(CN(Cc2ccccc2)c2ncnc3c2nnn3Cc2ccccc2)cc1	0	1	34	-4	0	2	3	6	-8
O=C(COC(=O)c1ccccc1F)Nc1cccnc1Cl	3	0	17	-3	-18	14	0	3	5
C=CCNC(=O)c1onc(CSc2ccc(F)cc2)c1C(=O)O	0	-9	10	0	-14	6	0	-5	-6

Whole records as entered above.
Results for CN(C)c1ccc(/C=N/NC(=O)C(O)c2ccc(Br)cc2)cc1 (stereo not given) → SENP7 inh: -7; SENP8 block-1: -10; SENP8 block-2: -390; beta cell repl: -3; PfG6PD inh: -3; HKDC1 inh: -8; SENP1 inh: 0; UBC13 inh: -8; SENP6 block: -19
Results for Cc1ccnc(N2CCC(C(=O)NCc3ccc4c(c3)OCO4)CC2)n1 → SENP7 inh: 3; SENP8 block-1: 0; SENP8 block-2: -52; beta cell repl: -4; PfG6PD inh: -18; HKDC1 inh: 5; SENP1 inh: 0; UBC13 inh: 1; SENP6 block: -4
Results for Cc1ccc(S(=O)(=O)N(C)c2c(C)ccc(S(=O)(=O)NC(C)(C)C)c2C)cc1 → SENP7 inh: 5; SENP8 block-1: 8; SENP8 block-2: 4; beta cell repl: -4; PfG6PD inh: 17; HKDC1 inh: -1; SENP1 inh: 2; UBC13 inh: 0; SENP6 block: 0

An unsorted share of the library. Share with any hit: about 4%.
